Bioassay records deposited in PubChem BioAssay by several laboratories.
Mtb UGM inh – inhibitors of M. tuberculosis UDP-galactopyranose mutase. purified UGM, fluorescence polarization probe displacement. 320,000 compounds, 0.06% hits. AID 504406. inhibition, % at 10 µM; in the data active means inhibition above about 10%, passing the limit was not always enough; inconclusive means no clear call, values can overlap the other calls
Y pestis TopoI – blocks Yersinia pestis topoisomerase I activity. 360,000 compounds, 0.064% hits. activity, % at 10 µM. Y. pestis Topo-I cleavage product accumulation, plate reader; in the data active means activity above about 50%, passing the limit was not always enough; inconclusive means no clear call, values can overlap the other calls; further: inactives centre near 2
Vc quorum ag – quorum light induction in luxS cqsA deficient V. cholerae; V. cholerae BH1578 lux reporter, luminescence, 6 h; activation, % at 18.7 µM; 350,000 compounds, 0.16% hits; in the data active means activation mostly above about 9.7%, no sharp cut-off; inconclusive means no clear call, values can overlap the other calls; inactive means mostly below about 3.7%; further: not every result past the cut was called active; inactives centre near 0; reference of the scale not given here
TcdB GH inh – TcdB glycohydrolase inhibition | AID 652162 | 350,000 compounds, 0.24% hits | P18177 | inhibition, % at 9.99 µM | TcdB glycohydrolase enzymatic assay, plate reader; in the data active means inhibition above about 10%
Target sequence (P18177 whole entry, looked up): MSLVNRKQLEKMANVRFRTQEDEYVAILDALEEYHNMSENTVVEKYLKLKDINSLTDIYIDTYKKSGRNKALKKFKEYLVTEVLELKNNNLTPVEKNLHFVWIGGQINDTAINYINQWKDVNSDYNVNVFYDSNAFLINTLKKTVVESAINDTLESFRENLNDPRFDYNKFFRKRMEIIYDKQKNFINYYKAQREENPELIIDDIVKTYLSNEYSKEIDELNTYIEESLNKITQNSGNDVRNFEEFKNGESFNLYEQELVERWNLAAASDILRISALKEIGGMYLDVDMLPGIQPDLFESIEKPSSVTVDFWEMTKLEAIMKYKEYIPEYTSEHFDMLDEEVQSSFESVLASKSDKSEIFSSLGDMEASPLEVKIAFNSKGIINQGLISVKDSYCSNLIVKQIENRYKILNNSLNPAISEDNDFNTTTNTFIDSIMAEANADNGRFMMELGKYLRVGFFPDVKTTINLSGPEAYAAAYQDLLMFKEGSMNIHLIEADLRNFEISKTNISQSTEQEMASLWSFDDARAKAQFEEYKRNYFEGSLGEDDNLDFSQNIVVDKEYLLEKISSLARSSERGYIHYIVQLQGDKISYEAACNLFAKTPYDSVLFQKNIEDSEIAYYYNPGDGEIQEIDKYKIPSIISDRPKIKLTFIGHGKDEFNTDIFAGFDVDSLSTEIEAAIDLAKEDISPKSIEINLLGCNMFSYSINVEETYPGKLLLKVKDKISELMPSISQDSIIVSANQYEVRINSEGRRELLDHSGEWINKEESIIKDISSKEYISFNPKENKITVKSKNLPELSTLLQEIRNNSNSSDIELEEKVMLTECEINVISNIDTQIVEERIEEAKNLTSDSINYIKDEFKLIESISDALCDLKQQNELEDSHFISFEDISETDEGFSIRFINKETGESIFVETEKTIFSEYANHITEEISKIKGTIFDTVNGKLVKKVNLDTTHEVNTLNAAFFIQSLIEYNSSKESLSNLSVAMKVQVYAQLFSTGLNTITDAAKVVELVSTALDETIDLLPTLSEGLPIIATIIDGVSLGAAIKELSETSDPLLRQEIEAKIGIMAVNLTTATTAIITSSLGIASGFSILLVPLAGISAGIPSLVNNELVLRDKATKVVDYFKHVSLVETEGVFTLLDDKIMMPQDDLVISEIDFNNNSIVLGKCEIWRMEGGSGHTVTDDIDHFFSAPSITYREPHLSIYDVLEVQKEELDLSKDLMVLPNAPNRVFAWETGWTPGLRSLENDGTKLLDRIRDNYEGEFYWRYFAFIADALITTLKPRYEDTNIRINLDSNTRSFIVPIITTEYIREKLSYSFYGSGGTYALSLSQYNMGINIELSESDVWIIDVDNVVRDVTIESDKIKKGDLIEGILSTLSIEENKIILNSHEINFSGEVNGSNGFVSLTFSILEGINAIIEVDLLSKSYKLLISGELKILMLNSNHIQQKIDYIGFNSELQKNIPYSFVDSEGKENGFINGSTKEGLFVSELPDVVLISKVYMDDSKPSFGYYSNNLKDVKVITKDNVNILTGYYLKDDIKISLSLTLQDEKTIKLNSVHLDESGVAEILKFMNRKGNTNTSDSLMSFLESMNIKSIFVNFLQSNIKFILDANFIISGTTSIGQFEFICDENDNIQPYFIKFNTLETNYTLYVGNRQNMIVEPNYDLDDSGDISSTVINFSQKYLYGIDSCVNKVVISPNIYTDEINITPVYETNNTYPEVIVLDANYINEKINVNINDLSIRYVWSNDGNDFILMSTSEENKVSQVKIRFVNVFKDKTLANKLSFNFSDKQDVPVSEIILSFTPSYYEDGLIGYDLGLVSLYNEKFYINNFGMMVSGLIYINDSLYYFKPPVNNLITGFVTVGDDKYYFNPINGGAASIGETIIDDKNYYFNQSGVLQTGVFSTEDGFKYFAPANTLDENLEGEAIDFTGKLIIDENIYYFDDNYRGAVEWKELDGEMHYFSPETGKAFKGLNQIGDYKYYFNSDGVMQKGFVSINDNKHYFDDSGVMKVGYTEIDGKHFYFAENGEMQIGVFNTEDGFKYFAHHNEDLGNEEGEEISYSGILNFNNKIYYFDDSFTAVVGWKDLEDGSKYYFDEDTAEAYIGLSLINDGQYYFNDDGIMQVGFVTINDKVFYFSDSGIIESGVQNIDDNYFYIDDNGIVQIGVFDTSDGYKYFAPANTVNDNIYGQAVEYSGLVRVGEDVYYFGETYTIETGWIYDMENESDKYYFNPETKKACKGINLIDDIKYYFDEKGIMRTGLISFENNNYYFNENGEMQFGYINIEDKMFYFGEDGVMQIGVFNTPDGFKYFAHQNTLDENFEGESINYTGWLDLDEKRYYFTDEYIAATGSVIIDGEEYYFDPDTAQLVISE
GDH-TPI inh – GDH-TPI coupled enzyme inhibition counter-screen. GDH-TPI coupled enzyme counterscreen, NADH absorbance. inhibition, % at 4.8 µM. 360,000 compounds, 1.2% hits; in the data active means inhibition above about 30%;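 further: 0% = DMSO wells and 100% = wells lacking the enzyme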
Mtb FBA inh – Mtb fructose-bisphosphate aldolase inhibition | P9WQA3 | purified M. tuberculosis FBA, fluorescence read-out | inhibition, % at 1 µM | 360,000 compounds, 2.3% hits; in the data active means inhibition above about 27%;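 further: 0% = vehicle and 100% = reference inhibitor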
FadD28 FP inh – blocks FadD28 binding to the bisubstrate probe | fluorescence polarization | inhibition, % at 12.5 µM | 360,000 compounds, 0.22% hits | AID 588549; in the data active means inhibition above about 8.5%, passing the limit was not always enough; inconclusive means no clear call, values can overlap the other calls
PfHsp40 rescue – rescue of PfHsp40-mediated yeast toxicity; S. cerevisiae expressing PfHsp40, growth rescue, ATP luminescence; growth rescue, % at 12.5 µM; 340,000 compounds, 0.68% hits; in the data active means growth rescue above about 28%, passing the limit was not always enough; inconclusive means no clear call, values can overlap the other calls;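 further: yeast W303a lacking pdr1 and pdr3 grown in galactose medium; growth measured after three days at 30 °C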
Mtb BioA inh – blocks M. tuberculosis BioA enzyme activity; purified M. tuberculosis BioA enzyme, plate reader; inhibition, % at 9.99 µM; 360,000 compounds, 0.096% hits; AID 602481; in the data active means inhibition above about 40%; inconclusive means no clear call, values can overlap the other calls
An asterisk follows results filed as active; i = inactive; ? = inconclusive; / = not tested or not shown.

1. Cc1cc(/C=C2\C(=O)NC(=O)N(Cc3ccco3)C2=O)c(C)n1-c1ccc(O)cc1
2. O=C(Nc1ccc(N2CCCC2)cc1)c1cc([N+](=O)[O-])ccc1N1CCOCC1
3. COC(=O)c1oc2c(c1C)C(=O)CC(C)(C)C2
4. O=S(=O)(/C=C/c1ccccc1)NC1CCCCCC1
5. CCOc1ccc(CCNC(=O)c2ccc3nc(N4CCOCC4)sc3c2)cc1OCC
6. CCOC(=O)C1=CCC(c2ccc(C#N)cc2)N(S(=O)(=O)c2ccc(C)cc2)C1 (configuration not stated)
7. O=C(CC1Oc2ccccc2NC1=O)NC1CCCC1 (configuration not stated)
8. CS(=O)(=O)c1nc(-c2ccccc2)c(-c2ccccc2)[nH]1

Compound,1,2,3,4,5,6,7,8
TcdB GH inh,-5.8,-6.5,1.5,2.7,1.8,0.5,1.3,/
Y pestis TopoI,1,-3,5,16,16,/,3,3
Vc quorum ag,-1.0,-0.3,-0.2,-0.2,i,/,-0.2,-0.5
FadD28 FP inh,-0.2,1.8,0.7,0.2,-1.5,-3.2,-1.0,-2.7
GDH-TPI inh,7,12,-1,8,5,/,2,-7
Mtb FBA inh,-1,-4,0,0,-3,-1,0,18
PfHsp40 rescue,-0.6,-0.8,0.8,63*,4.7,/,-0.8,-0.8
Mtb BioA inh,-2.5,-0.2,-0.7,/,-0.7,-0.5,-1.5,/
Mtb UGM inh,-1.6,5.2,2.6,1.8,1.3,/,-0.1,-0.7

9. COc1ccc(/C=C/C(=O)OCC(=O)NCCc2ccccc2)c(OC)c1
10. Cc1cc2oc(=O)cc(CN(C)Cc3cccc(F)c3)c2cc1Cl
11. COc1ccc(C(=O)/C=C/c2cccnc2)c(OC)c1
12. CC1([N+](=O)[O-])COP(=O)(NC2CCCC2)OC1 (configuration not stated)
13. O=C(CSc1nc2ncc(Cl)cc2[nH]1)Nc1ccccc1-c1ccccc1
14. Cc1ccc(S(=O)(=O)N2CCN(C3CC(=O)N(CCc4ccccc4)C3=O)CC2)cc1C (configuration not stated)
15. COc1ccc(N2c3ccccc3CN(Cc3ccccc3)CC2Cc2cc(OC)c(OC)c(OC)c2)cc1 (configuration not stated)
16. COc1ccccc1NC(=O)Nc1nc(CC(=O)Nc2cc(F)ccc2F)cs1

Compound,9,10,11,12,13,14,15,16
TcdB GH inh,-1.3,1.2,0.6,0.2,-0.5,/,-1.3,1.2
Y pestis TopoI,31,?,1,0,32,32,-10,-15
Vc quorum ag,-7.7,-0.6,-0.4,-0.8,i,-3.7,-0.4,-1.2
FadD28 FP inh,-4.3,-2.9,-2.1,-0.8,-2.9,-4.1,-0.8,-8.3
GDH-TPI inh,20,1,16,7,4,3,28,-9
Mtb FBA inh,-2,-4,-6,2,-1,-1,3,2
PfHsp40 rescue,0.5,2.0,0.4,-1.2,-1.0,-1.2,/,-0.5
Mtb BioA inh,-2.4,/,5.1,/,4.2,-1.4,-2.8,1.9
Mtb UGM inh,-5.3,1.2,1.1,/,1.0,1.4,/,-2.3

17. O=C(NCc1ccccc1Cl)c1ccc2sc([C@@H]3O[C@H](CO)[C@H](O)[C@H](O)[C@H]3O)nc2c1
18. Cc1nn(-c2ccccc2)c(N)c1C(c1ccc(C(C)C)cc1)c1c(C)nn(-c2ccccc2)c1N
19. CCOc1ccc(N2C(=O)Nc3ccc(Br)cc3C2(O)C(=O)NCCN(C)C)cc1 (configuration not stated)
20. CC(=O)CC(c1ccc([N+](=O)[O-])cc1)c1c(O)c2ccccc2oc1=O (configuration not stated)
21. COc1cc(-c2nc(S(=O)(=O)c3ccc(Cl)cc3)c(N(C)C)o2)cc(OC)c1OC
22. CCCCCCCCn1c(=O)c(C(=O)OCC)c(O)c2ccccc21
23. COc1cccc(OC)c1C(=O)Nc1ccc([N+](=O)[O-])cn1
24. Cc1nc(SCC(=O)c2cc(C)n(C3CC3)c2C)c2ccccc2n1

Compound,17,18,19,20,21,22,23,24
TcdB GH inh,0.2,/,-0.3,-0.3,/,/,/,0.0
Y pestis TopoI,-8,23,6,0,-3,38,3,-3
Vc quorum ag,i,-0.2,1.1,i,-0.3,-5.3,i,i
FadD28 FP inh,-3.5,1.5,-1.7,-2.1,0.8,-1.4,-1.6,-1.3
GDH-TPI inh,11,4,3,4,-2,8,19,2
Mtb FBA inh,0,1,3,1,4,0,-2,3
PfHsp40 rescue,/,-0.6,1.0,-1.1,-0.9,0.9,0.3,/
Mtb BioA inh,-0.7,1.1,1.2,0.6,-3.6,/,-0.3,0.4
Mtb UGM inh,/,/,0.5,1.0,-1.7,2.9,1.2,/

25. O=C(CN(CCc1ccccc1)C(=O)CNS(=O)(=O)c1ccccc1)NCc1ccco1
26. O=C(CSc1ncn[nH]1)N1CCOCC1
27. Cc1cccc(NC(=O)C(C)N2CC=C(c3ccccc3)CC2)c1 (configuration not stated)
28. Cc1cc(=O)[nH]c(SCc2cccc(F)c2)n1
29. Cc1ccccc1OC(C)C(=O)N1CCC(Cc2ccccc2)CC1 (configuration not stated)
30. NS(=O)(=O)c1ccc(NC(=O)COC(=O)c2cnc(Cl)c(Cl)c2)cc1
31. CCOC1=NS(=O)(=O)c2ccccc21
32. COc1ccccc1NC(=O)c1ccccc1NS(C)(=O)=O

Compound,25,26,27,28,29,30,31,32
TcdB GH inh,/,-0.3,1.4,/,0.3,-1.4,2.3,/
Y pestis TopoI,2,-3,-9,-1,35,-9,5,-3
Vc quorum ag,i,-0.5,i,5.9,-0.3,i,-0.2,i
FadD28 FP inh,-2.9,-3.4,-2.3,0.9,-1.2,0.6,0.3,0.5
GDH-TPI inh,-3,2,2,4,2,6,5,12
Mtb FBA inh,3,-7,3,24,1,-2,1,-1
PfHsp40 rescue,0.9,-0.5,-1.5,-1.9,0.4,-0.5,0.4,-0.3
Mtb BioA inh,0.3,/,/,-3.7,-0.6,-1.7,/,1.0
Mtb UGM inh,5.3,-1.2,-0.6,1.7,-2.0,1.3,1.2,-0.4

33. O=C(NCc1ccccc1F)Nc1ccc([N+](=O)[O-])cc1
34. COc1ccc2cc(C(=O)NCCc3ccccc3)[nH]c2c1
35. O=C(O)C1CCCN1S(=O)(=O)c1cccc(S(=O)(=O)N2CCCC2C(=O)O)c1 (configuration not stated)
36. Cc1ccc(Nc2c(-c3ccccc3O)nc3ncccn23)cc1
37. Cc1ccc(-c2n[nH]c(=O)c3ccccc23)cc1S(=O)(=O)NCCO
38. CCOc1ccc(NC(=O)Nc2c(C)n(C)n(-c3ccccc3)c2=O)cc1
39. COc1ccc(/C=C/C(=O)OCC(=O)NC2CCCC2)cc1
40. COc1cc2cc(CN(CCc3cccc(C)c3)C(=S)NCCCN(C)C)c(=O)[nH]c2cc1OC

Compound,33,34,35,36,37,38,39,40
TcdB GH inh,0.6,-1.7,0.7,-6.1,/,1.0,2.0,1.9
Y pestis TopoI,0,13,-6,1,2,-3,10,-13
Vc quorum ag,-0.4,i,i,-0.4,-0.7,i,i,-0.3
FadD28 FP inh,-4.0,-2.8,-2.3,-2.7,-0.6,-0.5,0.8,-3.4
GDH-TPI inh,11,16,2,23,-2,-1,10,21
Mtb FBA inh,0,7,0,5,1,1,0,12
PfHsp40 rescue,-0.4,1.3,10,-2.2,1.1,-0.7,-0.9,-0.9
Mtb BioA inh,/,-2.4,-14,/,/,/,0.1,/
Mtb UGM inh,-2.9,1.9,3.2,0.2,0.3,0.1,2.6,0.3

41. Cc1cc(N/C=C\C(=O)c2ccc(Cl)c(Cl)c2)no1
42. CNC(=O)/C(C#N)=C/c1c(N2CCCCCC2)nc2ccccn2c1=O
43. COc1cccc(CN2CC(C(=O)NC3(c4ccccc4)CC3)CCC2=O)c1 (configuration not stated)
44. Cc1c(C(=O)N2CCc3ccccc32)oc2ccccc12
45. Brc1ccc(-c2nc3ccccc3s2)s1
46. Cc1nn2c(-c3ccc(F)cc3)ccnc2c1Cl
47. COc1cc2c(cc1OC)CN(CC(=O)NC(=O)NC1CCCCC1)CC2
48. Fc1ccccc1/C=N/Nc1nc2ccccc2o1

Compound,41,42,43,44,45,46,47,48
TcdB GH inh,/,0.2,-0.3,/,/,-0.4,-0.2,1.6
Y pestis TopoI,-4,-2,-1,34,-10,-5,7,-2
Vc quorum ag,7.1,-1.5,i,2.4,/,-0.5,0.2,-0.6
FadD28 FP inh,-3.5,-2.8,-3.4,-6.9,-4.6,-3.3,-4.2,-0.1
GDH-TPI inh,-2,0,2,2,8,-4,-12,2
Mtb FBA inh,-1,64*,-1,-6,8,-2,5,-2
PfHsp40 rescue,-0.2,-0.5,-0.5,3.2,0.8,0.8,-0.4,/
Mtb BioA inh,-2.3,-1.9,1.0,1.2,-0.8,-0.1,-2.0,0.6
Mtb UGM inh,0.9,1.5,1.9,0.3,4.3,0.4,2.0,-0.8

49. CCC(C)c1ccccc1NC(=S)Nc1cccnc1 (configuration not stated)
50. CN1C(=O)NC(=O)C2(Cc3ccccc3N3CCOCC32)C1=O (configuration not stated)
51. C[N+](C)(C)CCOC(N)=O
52. COc1ccc(/C=C/C(=O)N(C(C)C)C(C)C)cc1Br
53. CCOC(=O)c1cc(NC(=O)Nc2nc3ccccc3s2)c(C)nc1C
54. Cc1ccc(C)c(Nc2ccc3nonc3c2[N+](=O)[O-])c1
55. CC(C)C(=O)Nc1nnc(CCc2ccccc2)s1
56. Cc1cc(C)n(-c2nc(C)nc(N)n2)n1
57. COc1cc(OC)cc(C(=O)Nn2cc(C(=O)N3CCN(C)CC3)c3ccccc3c2=O)c1

Compound,49,50,51,52,53,54,55,56,57
TcdB GH inh,/,/,0.1,/,/,-1.2,0.9,/,/
Y pestis TopoI,4,3,-6,10,0,-1,7,4,-1
Vc quorum ag,i,i,i,-12,i,i,-0.5,-1.4,-1.7
FadD28 FP inh,-0.8,1.2,-3.0,-3.6,-1.7,-1.1,0.9,0.6,-1.3
GDH-TPI inh,6,7,-9,7,-1,4,6,-1,-2
Mtb FBA inh,-2,1,1,-1,4,-4,0,-1,1
PfHsp40 rescue,0.5,-0.6,-1.1,0.6,0.2,2.3,-0.8,-1.0,0.7
Mtb BioA inh,0.8,/,-1.3,-0.8,-1.7,0.7,-0.1,-1.7,-2.1
Mtb UGM inh,-5.0,0.8,4.3,-2.2,-0.5,-0.6,-1.3,1.0,2.5

Given field by field: three of the compounds above.
(53) CCOC(=O)c1cc(NC(=O)Nc2nc3ccccc3s2)c(C)nc1C
- TcdB GH inh: /
- Y pestis TopoI: 0
- Vc quorum ag: i
- FadD28 FP inh: -1.7
- GDH-TPI inh: -1
- Mtb FBA inh: 4
- PfHsp40 rescue: 0.2
- Mtb BioA inh: -1.7
- Mtb UGM inh: -0.5

(54) Cc1ccc(C)c(Nc2ccc3nonc3c2[N+](=O)[O-])c1
- TcdB GH inh: -1.2
- Y pestis TopoI: -1
- Vc quorum ag: i
- FadD28 FP inh: -1.1
- GDH-TPI inh: 4
- Mtb FBA inh: -4
- PfHsp40 rescue: 2.3
- Mtb BioA inh: 0.7
- Mtb UGM inh: -0.6

(55) CC(C)C(=O)Nc1nnc(CCc2ccccc2)s1
- TcdB GH inh: 0.9
- Y pestis TopoI: 7
- Vc quorum ag: -0.5
- FadD28 FP inh: 0.9
- GDH-TPI inh: 6
- Mtb FBA inh: 0
- PfHsp40 rescue: -0.8
- Mtb BioA inh: -0.1
- Mtb UGM inh: -1.3
